# Bioassay records deposited in PubChem by several laboratories.
# KLF5 inhibitor – suppresses KLF5 promoter-driven expression. DLD-1 KLF5 promoter-luciferase reporter, luminescence. inhibition, % at 5 µM. actives 0.23% (n = 290,000). AID 1700;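 active = inhibition above a per-plate limit of that plate's mean compound inhibition plus 3 SD, cut at about 60% in these data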;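 note: 0% = DMSO wells and 100% = LY294002 at 200 µM; higher means less KLF5 promoter-driven luciferase light; inactives centre near -14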
# HIF act – HIF pathway transcriptional activation | actives 0.32% (n = 300,000) | U2OS HRE-luciferase reporter, luminescence; normalized: DMSO 0%, desferrioxamine 100% | activation, % at 7.5 µM (by protocol);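 active = mean activation of at least 10% of the iron chelator positive control signal, with at least half of replicates also reaching 10%; inconclusive = mean and replicate majority disagree about reaching 10%; inactive = mean and most replicates under 10%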
# Platelet DG rel – platelet dense granule release activity; human platelet-rich plasma, SFLLRN dense granule ATP release, luminescence; inhibition, %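 (compounds screened at 7.5 µM in platelet-rich plasma)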; actives 0.22% (n = 300,000); AID 1663;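 active = mean replicate score, as percent of positive control, at or above 50; inconclusive = mean below 50 but at least one replicate at or above 50; inactive = mean and every replicate below 50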
# HSF-1 act – increases HSF-1 driven luciferase reporter signal; NIH3T3-HGL HSF-1 luciferase reporter, MG132, 8 h; 100% = twice DMSO control signal; activation, % at 9 µM; actives 1.7% (n = 300,000);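 active = mean replicate activation of at least 50% with a set share of replicates each reaching 50%; inconclusive = only one of those two conditions met; inactive = mean below 50% and too few replicates reaching it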;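 note: 0% = median of the neutral control wells and 100% = twice that signal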
# AI-2 QS mod – modulators of Vibrio harveyi AI-2 quorum sensing system; Vibrio harveyi JMH597 AI-2 luminescence/OD600 ratio, 9 h; active compounds read low; strain lacks LuxN and CqsS sensors; 0 = neutral-control median; activity change, % at 7.5 µM; actives 0.4% (n = 300,000); in the data active = activity change below about -75%, passing the limit was not always enough; inconclusive = no clear call, values can overlap the other calls;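 note: luminescence divided by OD600 gain over 9 h not by final OD600 alone; inactives centre near 13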
# HSP90 inh – blocks HSP90-mediated luciferase refolding in reticulocyte lysate; inhibition, % at 5.6 µM; Rabbit reticulocyte lysate, luciferase refolding luminescence, 3 h; actives 0.91% (n = 290,000);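 active = inhibition above the screen-wide mean plus 3 SD, computed separately per campaign, cut at about 16% in these data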;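 note: 0% = DMSO wells and 100% = 60 µM geldanamycin wells; inhibitors lower the luminescence because luciferase stays unfolded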
# HSF1 inhib – HSF1 inhibition. actives 0.77% (n = 300,000). NIH3T3-HGL HSE-luciferase, MG132-induced, luminescence 8 h; active compounds read low. AID 2098. activity change, negative = inhibition, % at 7.5 µM (by protocol);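 active = more than half of replicate wells show activity change below -50%, luminescence cut by over half; inconclusive = some wells, but at most half, below -50%; inactive = no replicate well below -50%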;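 note: luciferase reports HSF-1 transcriptional activity via heat shock element; 0% = median of DMSO wells and -100% = zero luminescence signal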
# HDAC3 inh – blocks human histone deacetylase 3; O15379; actives 0.15% (n = 320,000); recombinant HDAC3, fluorogenic peptide/trypsin coupled, fluorescence; AID 2718; inhibition, % at 8.3 µM; in the data active = inhibition above about 26%, passing the limit was not always enough; inconclusive = no clear call, values can overlap the other calls
# Target sequence (O15379 whole entry, looked up): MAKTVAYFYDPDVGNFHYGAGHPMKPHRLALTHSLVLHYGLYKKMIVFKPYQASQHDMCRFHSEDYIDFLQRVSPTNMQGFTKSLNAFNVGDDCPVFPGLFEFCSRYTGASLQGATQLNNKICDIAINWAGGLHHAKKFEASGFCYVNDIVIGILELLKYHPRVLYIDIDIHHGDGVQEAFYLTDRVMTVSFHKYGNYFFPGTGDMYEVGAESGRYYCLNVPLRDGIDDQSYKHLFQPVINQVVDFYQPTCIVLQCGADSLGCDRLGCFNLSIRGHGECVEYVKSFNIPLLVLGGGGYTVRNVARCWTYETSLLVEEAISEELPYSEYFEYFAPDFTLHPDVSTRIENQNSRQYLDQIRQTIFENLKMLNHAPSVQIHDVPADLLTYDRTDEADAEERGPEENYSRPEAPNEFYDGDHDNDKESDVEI
# IEC-6 tox – kills IEC-6 intestinal cells in KLF5 counter-screen; IEC-6 cytotoxicity, luminescence viability; inhibition, % at 5 µM; AID 1825; actives 0.78% (n = 290,000); in the data active = inhibition above about 22%;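 note: 0% = plate median of test compound wells and 100% = cytotoxic reference compound wells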
# aSyn UTR inh – 5' untranslated region of α-synuclein, MLPCN primary screen; alpha-synuclein 5'UTR reporter, inhibitor activity; inhibition, % (tested at 7.5 µM); actives 0.82% (n = 300,000); AID 1813; in the data active = inhibition above about 60%; inconclusive = no clear call, values can overlap the other calls;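 note: H4 neuroglioblastoma cells stably carrying SNCA 5'UTR luciferase fusion; 0% = DMSO wells and 100% = positive control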
# Numbers without * were called inactive; ? = inconclusive; · = not tested or not shown. Not all compounds are listed; count on the stated rates, not on these rows.
SMILES,KLF5 inhibitor,HIF act,Platelet DG rel,HSF-1 act,AI-2 QS mod,HSP90 inh,HSF1 inhib,HDAC3 inh,IEC-6 tox,aSyn UTR inh
COC(=O)C1=C(c2cccc(OC)c2OC)C[C@@H]2CC[C@H]1N2C(=O)N1CCCCC1,·,-0.1,0,-4,4,·,-3,-6,·,18
Nc1c(Cl)cc([N+](=O)[O-])cc1Cl,·,0.1,-15,-4,9,·,-1,0,·,-4
CCCCn1c(O)c(C(C)=NCCc2c[nH]c3ccccc23)c(=O)[nH]c1=O,16,-0.2,-2,24,8,-1,14,6,0,20
OC1(c2ccccc2)CCNC2CCCCC21 (stereo not given),-17,1.2,5,-9,·,-1,-17,-5,2,4
CCc1ccc(C(=O)C23CN4CN(CN(C4)C2)C3)cc1,-9,0.4,-12,-3,15,1,3,6,-1,-18
CCCCCn1c(N)c(C(=O)NCc2cccs2)c2nc3ccccc3nc21,-8,0.3,-3,4,4,4,8,-5,2,13
COc1ccc(N2C(=O)CC(N3CCC(n4c(=O)[nH]c5ccccc54)CC3)C2=O)cc1 (stereo not given),13,-0.2,3,14,·,-4,-3,4,-4,27
NC1=Nc2ccccc2Oc2ccccc21,-12,-0.1,8,-1,14,4,-4,-7,0,7
Cc1cccc(N2C(=O)NC(=O)/C(=C\c3cnc(-c4ccccc4)nc3)C2=O)c1,-47,-0.1,3,-2,14,-4,4,5,-10,-27
CSc1ncc(Cl)c(C(=O)O)n1,-9,-0.3,4,2,12,-1,-4,0,-1,-10
Oc1ccc(/C=N/NP(=S)(c2ccccc2)c2ccccc2)c(O)c1O,-49,-0.1,4,-19,75,2,-2,8,-1,8
CCOC(=O)N(c1ccccc1)P1(=S)OCC(C)O1 (stereo not given),0,0.1,-1,18,-3,-1,-5,1,-7,14
Cc1ccc(CC2C(=O)N(C)C(=O)N(C)C2=O)s1,7,-0.4,16,-4,8,-3,-3,2,-3,-8
O=c1[nH]c(=O)n(C2CCCCC2)c(O)c1/C=C/C=Nc1ccccc1,-11,0.5,0,-5,45,0,4,-4,0,-2
FC(F)(F)c1ccc2c(c1)NP(=S)(N1CCOCC1)c1nccn1-2 (stereo not given),17,69*,1,-7,23,-1,2,1,-5,43
CN1CCN(c2ccc([N+](=O)[O-])c(N3CCCCC3)c2)CC1,-59,0.2,-13,7,18,4,-12,11,-1,12
COc1cc(C)c(CNCCc2c[nH]c3ccccc23)cc1C,-4,-0.6,0,2,5,7,-9,·,24*,48
O=C(Cc1ccccc1)N1CCN(Cc2ccccc2Cl)CC1,1,-0.6,5,-17,13,1,2,7,4,13
CCOC(=O)c1ccc(N=C(CC)c2c(O)n(C)c(=O)n(C)c2=O)cc1,-16,0.7,1,-44,6,1,-41,5,4,2
O=c1[nH]cc(COCC(F)(F)C(F)(F)C(F)(F)F)c(=O)[nH]1,-11,0.0,-3,-2,13,2,-4,2,0,1
CCCN(CC1CC1)CC(O)c1ccccc1 (stereo not given),-11,0.3,-6,16,21,-1,4,·,-7,-1
CC(C)OCCCNC(=O)c1c(N)n(CC2CCCO2)c2nc3ccccc3nc12 (stereo not given),-13,-0.2,1,4,2,2,2,-36,3,29
CCCC(=O)Nc1cc(C(=O)N2CCC3(CC2)OCCO3)ccc1S(=O)(=O)c1ccc(C)cc1,-17,-0.1,0,-3,7,0,5,1,0,?
Nc1ccc(CCN2CCN(c3cccc(C(F)(F)F)c3)CC2)cc1,·,0.0,9,-8,9,·,4,-1,·,18
COc1cc(/C=N/n2cnnc2)ccc1OC(=O)N(C)C,-46,0.1,-2,·,12,3,·,-2,-4,1
SMILES,KLF5 inhibitor,HIF act,Platelet DG rel,HSF-1 act,AI-2 QS mod,HSP90 inh,HSF1 inhib,HDAC3 inh,IEC-6 tox,aSyn UTR inh
CCN(CC)C(=O)c1ccc(NC(=O)c2cccc(F)c2)cc1,-64,3.5,8,29,7,-1,28,-1,4,-80
Cc1nn(Cc2ccccc2)c(C)c1C(=O)NCc1ccccc1F,-24,-0.6,-3,4,10,-4,-4,-2,-7,-13
CCc1c(C)nc(N)nc1N1N=C1SC(C(C)=O)C(C)=O,-14,0.1,-3,16,17,-1,3,9,2,0
CC(=NCC1CCCO1)c1c(O)n(C2CCCCC2)c(=O)[nH]c1=O (stereo not given),-12,-0.2,-9,-14,12,-4,-2,4,7,-4
O=[N+]([O-])c1ccc(C2[C@H]3C(c4ccccc4)=NC4(CCCC4)N23)cc1 (stereo not given in full),-14,-0.3,-3,3,12,2,1,·,-6,1
CN1CCN(c2c(N)c(=O)oc3ccccc23)CC1,8,-0.3,-2,-4,12,7,-3,5,7,-39
COc1cc2[nH]c(=O)n(-c3ccccc3)c(=O)c2cc1OC,-22,-0.4,2,-10,22,0,-2,-1,-2,16
CCCCn1c(O)c(C(C)=NCCCN(CC)CC)c(=O)[nH]c1=O,-4,0.2,2,18,199,4,0,1,5,28
COC(=O)C1=C(c2cccc(OC)c2OC)C[C@@H]2CC[C@H]1N2C(=O)NCc1ccccc1,·,0.0,2,-19,-7,·,-5,-3,·,7
CN1CCN(/N=C/c2c(O)n(C)c(=O)n(C)c2=O)CC1,-8,-0.2,4,10,18,-1,2,6,4,13
CCN1CCN(c2nc3ccccc3s2)CC1,-86,2.8,-12,45,21,2,12,-9,-2,-131
C=CCN(CC=C)C(=O)Nc1ccc(OCC)cc1,-1,0.3,3,-3,5,2,-11,-4,4,-21
COC(=O)[C@@]1(Cc2ccc(F)cc2)[C@H]2c3cc(C(=O)N(C)C)[nH]c3C[C@H]2CN1C(=O)c1ccccc1,-14,·,·,·,·,-4,·,-3,1,·
Cc1cc(C)c2c(ccc3cccc[n+]32)c1,·,1.2,4,-2,3,·,0,0,·,-20
CSC(=Nc1ccccc1)c1c(O)n(C)c(=O)n(C)c1=O,-22,-0.1,3,3,20,-3,-3,-5,3,-7
CC1=CC(=Cc2sc3ccccc3[n+]2C)C=C(C)O1,22,0.6,22,-18,5,1,-6,·,26*,-51
Cc1nc2ccccc2c(=O)n1-c1cccc(C(F)(F)F)c1,-4,2.1,5,8,-2,5,-3,0,1,-4
CCCCC(=O)N/N=C/c1c(O)n(C2CC2)c(=S)[nH]c1=O,-21,0.0,5,-1,9,0,-8,8,3,2
Cn1c(O)c(C=Nc2ccccc2)c(=O)n(C)c1=O,-23,0.6,6,1,24,-5,0,5,-7,11
CCNC(=O)NC(=O)C(C)OC(=O)c1c(C)nn(Cc2ccccc2Cl)c1Cl (stereo not given),-15,-0.5,7,22,31,2,10,-2,-7,34
CC(C)NC(C)C(=O)C12CC3CC(CC(C3)C1)C2 (stereo not given),-13,0.0,7,-15,20,0,-5,-3,1,-12
COc1ccc(CN2CCN(C(=O)COc3ccc4ccccc4c3)CC2)c(OC)c1,9,-0.2,1,4,24,-4,2,0,-2,24
O=c1[nH]c(=S)n(C2CC2)c(O)c1C=NCC1CCCO1 (stereo not given),8,0.4,2,-10,11,0,-8,5,8,-2
Cc1nn(Cc2ccccc2)c(Cl)c1C(=O)OCC(=O)N1CCCC1,-11,-11,-2,12,21,0,5,3,0,19
O=C(O)Cn1cc(/C=C2\C(=O)NC(=O)N(c3ccc(Br)cc3)C2=O)c2ccccc21,-62,2.0,14,15,21,-4,-8,-4,-5,4
SMILES,KLF5 inhibitor,HIF act,Platelet DG rel,HSF-1 act,AI-2 QS mod,HSP90 inh,HSF1 inhib,HDAC3 inh,IEC-6 tox,aSyn UTR inh
COc1ccccc1N1CCN(Cc2c(F)cccc2F)CC1,-2,0.5,-6,5,32,-3,1,1,-3,9
CCn1c(O)c(C(c2ccccn2)c2c(O)n(CC)c(=S)[nH]c2=O)c(=O)[nH]c1=S,-25,-0.4,4,11,3,5,4,2,10,-5
Cc1cc(C=C2C(=O)NC(=O)NC2=O)c(C)n1-c1ccc2c(c1)OCO2,-37,-1.4,-9,7,13,2,4,2,-3,-34
COc1ccc(OCC#CCN2CCCCCC2)cc1,-32,0.2,1,10,16,0,0,4,-5,-21
O=C(O)Cn1cc(C(=O)c2ccccc2)c2ccccc21,-6,0.3,-5,-2,-2,2,0,5,3,3
COc1cc(OC)c(OC)cc1CN1CCN(C(=O)COc2ccc3ccccc3c2)CC1,-10,-0.5,1,10,3,-4,3,4,2,15
COc1ccc(-[n+]2c(-c3ccccc3)cc(-c3ccccc3)cc2-c2ccccc2)cc1,·,-0.7,1,-18,-3,·,-18,4,·,81*
CC1(C)CN=C(Nc2ccccc2C(F)(F)F)S1,-12,-0.4,6,7,18,1,-3,7,-8,-3
COc1ccc(NC2=NC(C)(C)CS2)cc1,-69,3.1,6,22,16,-2,12,-2,0,-140
CN1CCCCC1c1ccc(-c2cccnc2)nc1 (stereo not given),-58,0.3,2,3,38,-5,2,3,-2,29
O=C(C1CC(c2ccc(F)cc2)=NO1)N1CCC2(CC1)OCCO2 (stereo not given),-98,2.8,-1,13,15,2,7,-4,2,-127
COc1ccc(-c2nc(CS(=O)CC(=O)N3CCC4(CC3)OCCO4)c(C)o2)cc1 (stereo not given),-16,-0.4,-1,27,7,8,0,-2,5,0
Cc1[nH]c2c(C(F)(F)F)cccc2c1CCN,0,-0.3,-5,-6,3,7,-1,-8,6,21
Cc1cccc(CCNCc2cc3cccc(C)c3[nH]c2=O)c1,-30,0.2,3,11,-2,0,-4,1,5,18
C=Cn1ccnc1P(=S)(c1ccn(C)c1)c1nccn1C=C,-12,0.1,-9,3,37,1,1,-4,-4,-29
Clc1ccc(N2CCNCC2)nn1,-10,·,·,·,-1,-2,·,2,5,·
Nc1c(C(=O)NCCc2ccccc2)c2nc3ccccc3nc2n1CCN1CCOCC1,4,0.2,-3,39,0,-2,10,-5,2,2
O=C1NC(=O)C(=Cc2coc3ccc(O)cc3c2=O)C(=O)N1,-34,-0.3,9,7,24,-1,0,2,-2,6
O=CC(Cl)P(=O)(N1CCOCC1)N1CCOCC1 (stereo not given),-37,-0.8,0,-25,18,-4,-2,1,0,6
CC(=NCCN1CCOCC1)c1c(O)n(Cc2ccccc2)c(=O)[nH]c1=O,8,-0.3,-4,-4,20,-3,3,-8,1,24
CCCCCCN=C(C)c1c(O)n(Cc2ccccc2)c(=O)[nH]c1=O,-12,-0.5,6,16,-5,0,9,6,2,12
CN1C(=O)C(=Cc2sc(=O)n(-c3ccccc3)c2N2CCCCC2)C(=O)N(C)C1=O,4,-28,-3,67*,-32,4,27,·,1,4
Cc1ccc(C)c(-n2c(C)nc3ccccc3c2=O)c1,-15,-0.3,-6,0,9,4,3,-9,0,27
Cn1c(O)c(/C=N/NC(=O)c2ccncc2)c(=O)[nH]c1=S,-9,-0.4,4,9,-1,2,7,18,0,22
N#CC1=C(N)Oc2cc(O)ccc2C1c1ccc2c(c1)OCO2 (stereo not given),-40,-0.4,-1,3,6,6,1,2,0,-17
CNCC(C)c1ccccc1 (stereo not given),-26,-0.4,-7,4,-1,2,1,·,4,-5
